Keap1 Nrf2 FP: Keap1-Nrf2 protein-protein interaction inhibitors, primary screen, biochemical, fluorescence polarization, single point; AID 504523, 2011; Keap1 Kelch-Nrf2 peptide fluorescence polarization, 1536-well; actives 0.15% (n = 340,000); inhibition, % at 9.4 µM; in the data active = inhibition above about 12%; inconclusive = no clear call, values can overlap the other calls; inactive = below about 7.3%;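 also: human Keap1 Kelch domain with fluorescein labeled Nrf2 9mer peptide probe; 0% = neutral control wells and 100% = peptide positive control; higher means more block of Keap1 binding to Nrf2 peptide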
PvdQ inh: P. aeruginosa PvdQ acylase inhibitors, primary screen, biochemical, fluorescence, plate reader and imaging, single point; inhibition, % at 10 µM; actives 0.063% (n = 340,000); purified PvdQ acylase; in the data active = inhibition above about 30%, passing the limit was not always enough; inconclusive = no clear call, values can overlap the other calls;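 also: 0% = vehicle neutral wells and 100% = reference inhibitor wells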
PfHsp90 set2: growth inhibition of PfHsp90-expressing yeast, primary screen, antimalarial PfHsp90 inhibitor project, S. cerevisiae, BacTiter-Glo luminescence, single point, set 2; BacTiter-Glo ATP, 48 h; yeast lacking PDR1 and PDR3 efflux regulators; inhibition, % at 9.4 µM; actives 0.32% (n = 310,000);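 active = every replicate shows inhibition above about 80%, whatever the replicate mean, limit read from the data; inconclusive = mean inhibition reaches the set limit but some replicate falls short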;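 also: 0% = DMSO neutral controls and 100% = 20 µM radicicol positive controls; yeast relying on Plasmodium falciparum Hsp90 in place of its own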
Cardiac RTF inh: cardiac RTF calcium sensitivity inhibitors, primary screen, biochemical, IANBD-TnC fluorescence, EC70 calcium | actives 0.12% (n = 340,000) | IANBD-labeled cardiac RTF, Ca2+ fluorescence | Troponin I, cardiac muscle (Homo sapiens) + Troponin T, cardiac muscle (Homo sapiens) + … | inhibition, % at 7.15 µM;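 active = inhibition above the mean inhibition of all tested compounds plus 3 SD, cut at about 17% in these data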;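 also: assay run at fixed EC70 calcium of 1.6 mM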
Rtt109 HAT inh: inhibitors of C. albicans Rtt109/Vps75 HAT, primary screen, biochemical, ThioGlo CoA-SH fluorescence, plate reader. actives 0.16% (n = 330,000). inhibition, % at 34.9 µM. purified Rtt109/Vps75, 4 h. Histone acetyltransferase RTT109 (Candida albicans (strain SC5314 / ATCC MYA-2876)), …;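 active = inhibition of at least 50% in every replicate; inconclusive = best replicate reaches 50% inhibition but some replicates fall short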
Target sequence (Q5AAJ8 whole entry, looked up): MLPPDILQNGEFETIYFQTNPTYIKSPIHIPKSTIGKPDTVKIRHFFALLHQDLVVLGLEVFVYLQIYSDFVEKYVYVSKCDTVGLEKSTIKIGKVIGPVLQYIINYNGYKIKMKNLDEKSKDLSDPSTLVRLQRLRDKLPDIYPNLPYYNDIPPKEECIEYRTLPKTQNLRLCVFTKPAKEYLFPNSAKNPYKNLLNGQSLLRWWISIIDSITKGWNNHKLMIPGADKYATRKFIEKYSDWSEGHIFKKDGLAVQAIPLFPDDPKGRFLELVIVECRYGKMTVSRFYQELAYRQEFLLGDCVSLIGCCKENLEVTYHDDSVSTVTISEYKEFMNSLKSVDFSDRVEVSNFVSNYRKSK
dFosB activator: activators of delta FosB homodimer, primary screen, biochemical, fluorescence polarization, TAMRA-CDK5 oligo, single point; Protein FosB (Mus musculus), P13346; purified delta FosB; percent of positive-control signal above neutral wells; activation, % at 25 µM; actives 0.99% (n = 340,000); AID 493131, 2011;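 active = mean activation above about 17%, with every replicate also reaching it, limit read from the data, passing the limit was not always enough; inconclusive = only one of the two conditions met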;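 also: fluorescence polarization rise as delta FosB binds a TAMRA Cdk5 AP-1 oligo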
Target sequence (P13346 whole entry, looked up): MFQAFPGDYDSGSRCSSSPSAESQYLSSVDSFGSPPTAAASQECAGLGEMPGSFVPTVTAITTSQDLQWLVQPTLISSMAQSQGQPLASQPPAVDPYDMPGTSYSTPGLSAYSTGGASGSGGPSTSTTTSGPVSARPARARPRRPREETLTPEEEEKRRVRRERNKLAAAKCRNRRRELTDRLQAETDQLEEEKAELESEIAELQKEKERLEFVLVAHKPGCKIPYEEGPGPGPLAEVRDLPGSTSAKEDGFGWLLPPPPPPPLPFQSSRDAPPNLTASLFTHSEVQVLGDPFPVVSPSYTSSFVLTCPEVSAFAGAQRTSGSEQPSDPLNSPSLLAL
NSD2 inh: NSD2 histone methyltransferase inhibitors, primary screen, biochemical, AlphaScreen, single concentration, set 2; Histone-lysine N-methyltransferase NSD2 (Homo sapiens), O96028; NSD2 peptide methylation, 120 min; inhibition, % at 12.5 µM; actives 0.54% (n = 310,000); AID 743445, 2014; in the data active = inhibition above about 50%
SUMO Mot1 rescue: yeast Mot1-301 growth rescue at high temperature, primary screen, SUMOylation pathway inhibitor project, S. cerevisiae, ATP luminescence, 38.5C; S. cerevisiae Mot1-301 growth rescue; percent above DMSO median, 100 means doubled; growth rescue, % at 18.8 µM; actives 1% (n = 320,000); AID 2716, 2010;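 active = every valid replicate shows activation above 250% relative to neutral control wells; inactive = the rest, any valid replicate at or below 250%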;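 also: OY570 slx delta 5 strain wells were the positive control but not used for scaling; some compounds called inactive have numbers as strong as hits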
CDK5 inh: inhibitors of human CDK5/p35 kinase, primary screen, biochemical, single concentration | Cyclin-dependent kinase 5 (Homo sapiens) + Cyclin-dependent kinase 5 activator 1 (Homo … | Recombinant CDK5/p35, ADP-Glo luminescence, 60 min | inhibition, % at 10 µM | actives 0.01% (n = 330,000) | AID 488839, 2010;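 active = highest replicate inhibition of at least 50% and at least 75% of replicates reaching 50%; inconclusive = only one of the two criteria met; inactive = both criteria failed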;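 also: plate controls were DMSO neutral control for no effect and GW8510 at 10 µM for full effect; many of its hits are not listed in these tables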
C-LANA FP: inhibitors of KSHV C-LANA binding to DNA, primary screen, biochemical, fluorescence polarization, FAM-LBS DNA, MBP-C-LANA, single point. Kaposi's sarcoma herpesvirus LANA C-terminal domain (residues 932-1162) DNA binding. inhibition, % at 9 µM. actives 0.078% (n = 340,000). AID 504423, 2011;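 active = highest replicate inhibition at or above 60% at 9 µM, even if other replicates fall short; inactive = all replicates below 60% inhibition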;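 also: 0% = neutral control wells and 100% = 4 µM acridine orange control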
cardiac RTF act: cardiac RTF calcium sensitivity activators, primary screen, biochemical, IANBD-TnC fluorescence, EC20 calcium; Troponin I, cardiac muscle (Homo sapiens) + Troponin T, cardiac muscle (Homo sapiens) + …; IANBD-labeled TnC RTF fluorescence at EC20 calcium; 0% EC20 calcium, 100% full calcium; activation, % at 7.2 µM; actives 0.24% (n = 340,000);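 active = activation above the mean over all tested compounds plus 3 SD, cut at about 30% in these data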;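 also: rise in fluorescence read as greater calcium sensitivity of cardiac thin filaments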
An asterisk follows results filed as active; ? = inconclusive; · = no result given. An unsorted share of the library. Share with any hit: about 3.2%.

SMILES	Keap1 Nrf2 FP	PvdQ inh	PfHsp90 set2	Cardiac RTF inh	Rtt109 HAT inh	dFosB activator	NSD2 inh	SUMO Mot1 rescue	CDK5 inh	C-LANA FP	cardiac RTF act
Cc1csc(NC(=O)CSC2=NCCS2)n1	-3	8	-1	-2	-5	5	3	-10	-1.1	0.1	-5
O=C(NN=C1CCCC1)c1sc2ccccc2c1Cl	-1	8	-8	-7	-4	-9	-3	-4	0.6	-0.9	4
Cc1cc(C)cc(NC(=O)C(=O)NCc2ccccn2)c1	5	2	0	8	3	3	·	8	0.7	-0.5	2
COc1cccc2cc(C(=O)NCc3ccccn3)c(=O)oc12	-5	-7	-3	1	-3	0	-1	-7	-0.2	1.0	4
CCCn1c(CC)nc([N+](=O)[O-])c1Sc1ccc(F)cc1	-4	-2	·	-2	9	-5	0	19	-0.3	-0.9	-2
Cc1ccc(NCc2nnc(SCC(=O)N(Cc3ccccc3)C(C)(C)C)o2)c(C)c1	3	-14	-15	-6	27	-10	5	-8	0.1	0.1	-2
Cc1ccc(S(=O)(=O)NCCC(=O)Nc2cc(F)ccc2C)cc1C	3	0	13	-1	-2	-1	4	-4	-4.1	-0.4	-3
CC1CC(=O)N(c2ccc(Br)cc2)C(=O)C1	-2	8	5	-5	·	-4	-4	18	-0.6	0.1	4
CC(C)c1nnc(NC(=O)CSc2nnc(-c3ccco3)o2)s1	-3	-15	·	-11	-9	-5	-1	-1	0.3	-0.1	4
COC(=O)c1c(NC(=O)C2CCCO2)sc2c1CCC2 (configuration not stated)	-3	-16	-2	-27	-15	2	-2	9	2.0	-1.1	4
O=C(Nc1ccc(S(=O)(=O)N2CCc3ccccc3C2)cc1)c1ccccc1	-6	-10	-38	3	6	25*	-4	20	0.3	-0.1	2
COc1cc2c(cc1OC)C(C)N(C(=O)c1cc3c(s1)-c1ccccc1OC3)CC2 (configuration not stated)	0	-6	·	-1	-11	?	·	43	0.4	2.2	-1
CN(C)CCNC(=O)c1[nH]nc2c1CCc1ccccc1-2	-1	-8	8	-9	0	-10	12	-7	0.3	-3.1	-2
CCCNc1c(NS(=O)(=O)c2ccc(Br)cc2)c(=O)oc2ccccc12	0	-5	6	-13	1	46*	-2	-13	·	1.0	1
Cc1cc(C)cc(N2CC(C(=O)NC3CCCCC3)CC2=O)c1 (configuration not stated)	0	4	-2	4	-7	0	-3	497	1.2	0.2	-9
CSc1nc2nc(C)c(CCC(=O)OCC(=O)Nc3ccc(F)cc3)c(C)n2n1	1	-1	·	-8	-9	-10	0	·	1.2	1.5	-3
COc1ccccc1C(=O)NCCC(=O)NCC(C)(C)N1CCOCC1	-5	-16	-11	-8	-14	5	-1	9	0.9	-1.5	-2
COc1cc(/C=C/C(=O)O)cc(S(=O)(=O)Nc2cc(C(F)(F)F)ccc2N2CCOCC2)c1OC	5	-9	4	-9	-4	-6	2	-3	-0.3	1.3	-2
O=C(COc1ccccc1[N+](=O)[O-])Nc1ccc2c(c1)CCC2	-3	-30	·	-6	-7	-4	1	1	0.3	1.0	-4
COc1ccc(CNC(=O)CSc2n[nH]c(C)c2[N+](=O)[O-])cc1	-5	-7	24	-4	5	-7	1	0	·	0.2	3
CC(=O)Nc1nnc(SCC(=O)NCC2CCCO2)s1 (configuration not stated)	-1	-11	43	-6	-1	-5	-1	-15	-1.6	0.2	4
COc1ccc(S(=O)(=O)N2CCOCC2)cc1NC(=O)CSc1nnc(C2CC2)n1C1CC1	0	-16	16	-3	2	-1	23	-9	-0.4	-0.8	1
COC(=O)[C@]1(C)N[C@H](CN(C)S(=O)(=O)c2ccccc2)[C@@H]2C(=O)N(C)C(=O)[C@@H]21	-2	-7	-3	-3	5	-1	·	·	-2.5	-0.5	0
CN(Cc1ccccc1)Cc1nc2scc(-c3ccccc3)c2c(=O)[nH]1	-10	-16	2	-8	19	-5	2	4	-1.7	1.4	3
O=C(Nc1ccccc1)Nc1ccc(-n2ccc(C(F)(F)F)n2)cc1	-3	-14	-1	-7	10	-2	-1	203	1.1	0.5	1

2 compounds from above with just CDK5 inh, Keap1 Nrf2 FP and Cardiac RTF inh.
SMILES	CDK5 inh	Keap1 Nrf2 FP	Cardiac RTF inh
CCCn1c(CC)nc([N+](=O)[O-])c1Sc1ccc(F)cc1	-0.3	-4	-2
Cc1ccc(NCc2nnc(SCC(=O)N(Cc3ccccc3)C(C)(C)C)o2)c(C)c1	0.1	3	-6

Next section.
SMILES	Keap1 Nrf2 FP	PvdQ inh	PfHsp90 set2	Cardiac RTF inh	Rtt109 HAT inh	dFosB activator	NSD2 inh	SUMO Mot1 rescue	CDK5 inh	C-LANA FP	cardiac RTF act
CC(=O)c1ccc(OCCCC(=O)Nc2cc(S(=O)(=O)N(C)C)ccc2C)cc1	-1	5	7	3	12	-3	-1	-4	-0.7	-1.6	1
O=S(=O)(c1ccc(Cl)cc1)c1cnc2ccccc2n1	-5	-13	12	3	-2	10	-2	0	0.3	-1.0	-2
Cc1c(Cl)c([N+](=O)[O-])nn1CC(=O)NCc1cccs1	-2	8	5	18*	7	-4	0	-12	0.6	-0.8	11
Cc1cccc([C@@H]2C[C@H]3CN(Cc4cccc(Cl)c4)C(=O)[C@]34CCCN24)n1	-1	-10	26	-7	·	-6	1	-4	0.4	-1.7	-2
Cn1c2c(c(=O)n(C)c1=O)C(NS(=O)(=O)c1ccccc1)(C(F)(F)F)C(=O)N2 (configuration not stated)	-5	2	-18	-4	7	-5	·	-2	0.1	0.1	-2
Cc1ccc(NS(=O)(=O)c2ccc(NC(=O)C3CCCO3)cc2)cc1 (configuration not stated)	-6	-15	·	-5	5	-5	2	469*	-0.2	0.4	9
Cc1nc(-c2ccc(C(=O)Nc3ccccc3F)cc2)cs1	-1	-6	26	-1	-2	-6	·	-41	6.0	0.5	0
CCCCCC(=O)N1CC2(CC(c3cccc(NC(=O)c4ccccc4)c3)=NO2)C[C@@H]1C(N)=O (some centres not stated)	-3	-1	·	-6	11	-14	·	-5	-0.4	-0.2	-4
CCOC(=O)c1cnn(-c2ccccc2)c1N	2	7	3	-2	14	-5	17	7	-0.9	5.1	0
Cc1nc(SCC(=O)NC(C)c2ccccc2)c2oc3ccccc3c2n1 (configuration not stated)	3	-13	-22	-9	8	35*	-1	79	-1.0	-0.3	7
CCN1CCN(CCNC(=O)c2ccc(CS(=O)c3ccc(Cl)cc3)o2)CC1 (configuration not stated)	-4	-19	0	-2	-13	3	3	-8	-0.2	-0.7	-2
C[C@@H]1CN(C(=O)c2nc3ccc(Cl)cn3c2CN2CCc3sccc3C2)C[C@H](C)O1	-1	-4	7	-9	6	-16	-2	·	-2.4	0.6	4
CC(=O)c1ccc(N2CCN(C(=S)Nc3ccccc3F)CC2)cc1	2	12	-8	-3	-2	2	1	-2	-2.8	-1.4	2
CN(C(=O)c1cccc(NC(=O)Cc2cccc(NC(=O)C3CCCN(C(=O)C4CC4)C3)c2)c1)C1CCC1 (configuration not stated)	-2	-21	3	-6	1	-6	·	·	-0.3	4.9	-5
CCC(=O)c1ccc(OCC(O)CN2C(=O)NC(C)(C)C2=O)cc1 (configuration not stated)	-1	-10	6	-2	-2	4	·	94	0.8	2.4	-2
Cc1cc(C)cc(NC(=O)C(OC(=O)c2cccs2)c2ccccc2)c1 (configuration not stated)	-4	?	18	6	15	-2	26	81	-0.2	-1.0	-7
Cc1ccccc1NC(=O)CSc1nnc(CNC(=O)c2ccco2)n1C	-4	-17	·	-5	-1	5	-1	-1	-1.3	-0.7	6
Cc1ccc(S(=O)(=O)NCC(C)n2nc(C)nc2C)cc1 (configuration not stated)	-3	-3	-4	-4	-7	-1	6	3	-0.7	1.2	-2
CCN(CC)c1ccc(C(=S)N2CCN(c3ccccc3)CC2)cc1	1	2	10	-1	53*	-7	-1	-1	0.0	0.7	1
Cc1ccc(N2CC(C(=O)NCc3ccc4c(c3)OCO4)CC2=O)cc1C (configuration not stated)	2	-10	-19	-8	-4	2	-1	-16	-2.6	0.7	2
COCc1cc(C)[nH]c(=O)c1C(=O)NC12CC3CC(CC(C3)C1)C2	1	-21	6	-1	0	-8	-5	-22	0.8	-0.3	7

5 entries already listed, ordered by their value in Cardiac RTF inh, ascending.
compound	Keap1 Nrf2 FP	PvdQ inh	Cardiac RTF inh	Rtt109 HAT inh	dFosB activator	NSD2 inh	SUMO Mot1 rescue	CDK5 inh	C-LANA FP	cardiac RTF act
Cc1ccc(N2CC(C(=O)NCc3ccc4c(c3)OCO4)CC2=O)cc1C (configuration not stated)	2	-10	-8	-4	2	-1	-16	-2.6	0.7	2
O=C(COc1ccccc1[N+](=O)[O-])Nc1ccc2c(c1)CCC2	-3	-30	-6	-7	-4	1	1	0.3	1.0	-4
COC(=O)[C@]1(C)N[C@H](CN(C)S(=O)(=O)c2ccccc2)[C@@H]2C(=O)N(C)C(=O)[C@@H]21	-2	-7	-3	5	-1	·	·	-2.5	-0.5	0
CCCn1c(CC)nc([N+](=O)[O-])c1Sc1ccc(F)cc1	-4	-2	-2	9	-5	0	19	-0.3	-0.9	-2
COc1cccc2cc(C(=O)NCc3ccccn3)c(=O)oc12	-5	-7	1	-3	0	-1	-7	-0.2	1.0	4

Gathered by group, the compounds so far containing bromine.
SMILES	Keap1 Nrf2 FP	PvdQ inh	PfHsp90 set2	Cardiac RTF inh	Rtt109 HAT inh	dFosB activator	NSD2 inh	SUMO Mot1 rescue	CDK5 inh	C-LANA FP	cardiac RTF act
CC1CC(=O)N(c2ccc(Br)cc2)C(=O)C1	-2	8	5	-5	·	-4	-4	18	-0.6	0.1	4
CCCNc1c(NS(=O)(=O)c2ccc(Br)cc2)c(=O)oc2ccccc12	0	-5	6	-13	1	46*	-2	-13	·	1.0	1

High-throughput results from PubChem.
